# Screening data (PubChem BioAssay)
# proCasp7 act: counter-screen for procaspase-3 activators: activators of human procaspase-7 | recombinant procaspase-7, Ac-DEVD-pNA absorbance 405 nm; D23A/D198A/D206A triple mutant, cannot self-cleave; scale: DMSO 0, 5 µM enzyme 100 | AID 463210 | actives 0.093% (n = 330,000) | activation, % at 8.5 µM;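 active = percent activation above the screen-wide mean plus 3 SD, cut at about 25% in these data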
#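 Test system: Procaspase-7 triple mutant (PC-7 D3A). Also added: Ac-DEVD-pNA substrate, 400 µM as added. Schedule: 1 h enzyme–compound preincubation and 2 h substrate reaction, both 25 °C. Signal: p-Nitroaniline absorbance at 405 nm, read at 0 and 120 min. Control set: low DMSO alone, high DMSO plus 5 µM PC-7.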
# procasp3 activ: activates human procaspase-3 | P42574 | recombinant procaspase-3 D3A, Ac-DEVD-pNA absorbance 405 nm | activation, % at 8.5 µM | actives 0.11% (n = 330,000);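 active = activation above the mean of all tested compounds plus 3 SD, cut at about 21% in these data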;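 note: 0% = DMSO alone and 100% = DMSO wells spiked with extra 5 µM PC-3 D3A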
# Target sequence (P42574 whole entry D9A/D28A/D175A): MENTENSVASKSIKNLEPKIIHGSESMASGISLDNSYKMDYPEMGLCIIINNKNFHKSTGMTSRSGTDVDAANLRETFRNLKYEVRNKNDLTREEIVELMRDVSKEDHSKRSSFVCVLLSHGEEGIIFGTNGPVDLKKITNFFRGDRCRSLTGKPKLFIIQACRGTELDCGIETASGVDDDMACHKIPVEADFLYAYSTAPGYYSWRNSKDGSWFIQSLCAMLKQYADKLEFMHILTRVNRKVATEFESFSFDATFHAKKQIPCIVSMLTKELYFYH
#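 Technique: 405 nm absorbance of p-nitroaniline, reads at 0 and 120 min; Test system: Procaspase-3 D3A mutant; Incubation: 1 h enzyme-compound preincubation, then 2 h substrate reaction, 25 °C; Repeats: singlicate, each compound tested once; Benchmarks: low control DMSO wells, high control DMSO plus 5 µM PC-3 D3A.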
# GASC-1 inh: blocks human GASC-1 demethylase activity; Q9H3R0; GST-JMJD2C(1-420) H3K9me3 demethylation, DELFIA europium; inhibition, % at 2.35 µM; actives 0.069% (n = 330,000); AID 2099;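 active = more than half of a compound's replicate wells show inhibition beyond 50%, single wells judged on their own value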;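 note: signal counts dimethyl H3K9 product captured on neutravidin plate; 0% = median of DMSO wells and 100% = 0.3 times that DMSO median; strong numbers were not always called active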
# AHR act: activators of human aryl hydrocarbon receptor. P35869. AHR-responsive luciferase reporter cells, luminescence. activation, % at 5 µM. actives 2.5% (n = 320,000); in the data active = activation above about 47%;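 note: 0% = vehicle wells and 100% = reference agonist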
# Target sequence (P35869 whole entry, looked up): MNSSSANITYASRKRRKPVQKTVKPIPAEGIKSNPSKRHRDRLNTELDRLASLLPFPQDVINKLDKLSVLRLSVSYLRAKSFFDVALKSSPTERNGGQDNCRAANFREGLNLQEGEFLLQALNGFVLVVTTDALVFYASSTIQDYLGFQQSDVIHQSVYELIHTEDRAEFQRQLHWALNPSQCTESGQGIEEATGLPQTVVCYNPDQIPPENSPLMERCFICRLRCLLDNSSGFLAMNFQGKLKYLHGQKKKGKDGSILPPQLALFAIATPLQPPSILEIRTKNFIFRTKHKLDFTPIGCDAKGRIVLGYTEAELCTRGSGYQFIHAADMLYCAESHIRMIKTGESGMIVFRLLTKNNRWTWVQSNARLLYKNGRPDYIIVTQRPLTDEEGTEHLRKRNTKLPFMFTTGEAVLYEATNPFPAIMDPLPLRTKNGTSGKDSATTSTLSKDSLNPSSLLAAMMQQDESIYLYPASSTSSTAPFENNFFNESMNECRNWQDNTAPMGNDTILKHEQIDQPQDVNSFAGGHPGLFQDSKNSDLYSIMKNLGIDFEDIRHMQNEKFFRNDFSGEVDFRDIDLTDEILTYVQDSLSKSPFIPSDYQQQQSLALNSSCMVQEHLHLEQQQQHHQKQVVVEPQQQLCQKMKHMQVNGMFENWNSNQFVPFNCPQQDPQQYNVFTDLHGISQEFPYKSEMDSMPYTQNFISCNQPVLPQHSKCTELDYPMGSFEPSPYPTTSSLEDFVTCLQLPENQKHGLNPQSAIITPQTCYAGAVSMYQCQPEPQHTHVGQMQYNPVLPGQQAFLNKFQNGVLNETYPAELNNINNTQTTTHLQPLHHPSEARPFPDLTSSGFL
# LAP4 TOR yeast: alters LAP4-GFP fluorescence in TOR pathway yeast screen | AID 2023 | S. cerevisiae LAP4-GFP multiplex, flow cytometry GFP, 3 h; median GFP as percent of DMSO wells | GFP response vs DMSO, % at 10 µM | actives 0.34% (n = 320,000);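 active = GFP response vs DMSO above a set limit, about the screen mean plus 3 SD, cut at about 150% in these data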
# RPL19A TOR yeast: yeast TOR pathway RPL19A-GFP modulation | S. cerevisiae RPL19A-GFP strain, flow cytometry, 3 h; stronger effect = lower value | percent response vs DMSO, % at 10 µM | actives 0.3% (n = 330,000) | AID 2025;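 active = percent response vs DMSO below 50%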;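 note: median channel GFP fluorescence of the barcoded RPL19A-GFP strain; ratio of sample median GFP to plate DMSO average so 100% = DMSO; lower means less RPL19A-GFP as with rapamycin TOR inhibition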
# Yeast superoxide: yeast age-related superoxide inhibition as caloric restriction mimetic; superoxide response (% of plate mean), % at 10 µM; S. cerevisiae aged cells, superoxide DHE fluorescence; stronger effect = lower value; actives 0.18% (n = 330,000);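 active = superoxide response under a set limit, about three screen SD below normal, cut at about 65% in these data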;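 note: yeast aged for seven days with compound at 30 °C before DHE staining; 100% = average MFI of all compound-treated wells on the plate with controls excluded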
# MEP2 TOR yeast: modulators of TOR pathway MEP2-GFP in S. cerevisiae; S. cerevisiae MEP2-GFP strain, flow cytometry GFP, 3 h; 100% = DMSO control level; GFP response vs DMSO, % at 10 µM; actives 0.51% (n = 330,000);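 active = GFP response versus DMSO above a set limit, roughly screen mean plus 3 SD, cut at about 180% in these data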;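 note: median GFP fluorescence of the barcode-gated MEP2-GFP cells per well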
# * marks the source's active call; other numbers are inactive results; . = not tested or not shown.
# Labels used below – A = proCasp7 act; B = procasp3 activ; C = GASC-1 inh; D = AHR act; E = LAP4 TOR yeast; F = RPL19A TOR yeast; G = Yeast superoxide; H = MEP2 TOR yeast
CC(C)Cc1nnc(NC(=O)Cc2cccs2)s1
  A: 4	B: -6	C: 8	D: 4	E: 98	F: 92	G: 87	H: 100

Cc1ccc(C(=O)NCc2ccc3c(c2)OCO3)cc1N1CCCC1=O
  A: 4	B: 7	C: -11	D: -1	E: 108	F: 107	G: 103	H: 105

CCOC(=O)c1c(-c2ccc(C)o2)csc1NC(=O)CN(C)CC(=O)Nc1ccc(C)cc1
  A: -1	B: 3	C: 10	D: 9	E: 97	F: 103	G: 90	H: 103

O=C(N/N=C/c1ccc(Cl)c([N+](=O)[O-])c1)c1cnccn1
  A: -6	B: 3	C: 3	D: 8	E: 93	F: 104	G: 99	H: 100

Cc1ccc(NC(=O)c2ccccc2NC(=O)c2cccs2)cc1
  A: 5	B: 3	C: -7	D: 35	E: 95	F: 106	G: 106	H: 109

CC(C)NS(=O)(=O)c1ccc(N2C(=O)c3ccccc3C2=O)cc1
  A: 1	B: 0	C: 5	D: -3	E: 109	F: 111	G: 98	H: 107

FC(F)(F)c1cc(-c2ccco2)nc(NCCc2ccccc2)n1
  A: 2	B: -1	C: 5	D: 8	E: 103	F: 100	G: 99	H: 102

Cc1ccc(CCN2CC(C(=O)NCCC(C)C)CC2=O)cc1 (stereo not drawn)
  A: -8	B: 3	C: -10	D: 1	E: 99	F: 103	G: 100	H: 106

COc1ccc(CC2(CO)CCN(CC3=Cc4cc(Cl)ccc4OC3)CC2)cc1
  A: -5	B: -11	C: -9	D: -2	E: 98	F: 99	G: 69	H: 96

CCCCn1nc2cc(C(=O)NCc3cc(C(F)(F)F)cc(C(F)(F)F)c3)ccc2c1OCC
  A: -18	B: -2	C: 12	D: -13	E: 103	F: 96	G: 96	H: 96

Cc1ccccc1OCCCC(=O)Nc1nncs1
  A: -1	B: 5	C: -6	D: 4	E: 94	F: 100	G: 123	H: 102

O=C(NNCc1ccc(O)cc1)c1ccccc1Cl
  A: 1	B: -6	C: 18	D: 1	E: 96	F: 102	G: 112	H: 106

Cc1ccc(C)c(OCCn2cc(/C=C(\C#N)C(=O)NCc3ccco3)c3ccccc32)c1
  A: 5	B: -38	C: -5	D: -1	E: 102	F: 99	G: 105	H: 94

CC(C)n1cnnc1SCC(=O)NCC(=O)Nc1ccc(F)cc1
  A: 3	B: 2	C: -1	D: 1	E: 101	F: 95	G: 87	H: 97

COc1cc(OC)cc(C(=O)NC(=S)N2CCCCCC2)c1
  A: -2	B: -3	C: 14	D: 14	E: 100	F: 95	G: 96	H: 97

COCCNC(=O)CCCn1c(=O)c2cc(OC)c(OC)cc2n(CC(=O)NCCC2=CCCCC2)c1=O
  A: -12	B: -1	C: 5	D: 1	E: 94	F: 103	G: 101	H: 102

CC1CCCCN1C(=O)/C(=C\c1ccccc1)c1ccccc1 (stereo not drawn)
  A: 2	B: 3	C: -14	D: 2	E: 97	F: 98	G: 95	H: 107

COC(=O)c1cc(S(=O)(=O)NCCc2ccc(SC)cc2)c[nH]1
  A: 4	B: -7	C: 25	D: 3	E: 96	F: 94	G: 82	H: 109

Cc1nn(-c2ccccc2)c(C)c1CCC(=O)O
  A: 2	B: -12	C: -2	D: 19	E: 106	F: 104	G: 123	H: 101

Cc1cccc(C(=O)N/N=C/c2ccoc2)c1
  A: 2	B: -8	C: -11	D: 15	E: 105	F: 102	G: 91	H: 101

COc1ccc(CNC(=O)C(OC(=O)c2ccco2)c2ccccc2)cc1 (stereo not drawn)
  A: -4	B: -4	C: -7	D: -1	E: 102	F: 99	G: 90	H: 116

COc1cc(C(C)=O)ccc1OCc1cc(C(=O)N(C)CCC2CCCCO2)no1 (stereo not drawn)
  A: 3	B: 1	C: 8	D: 23	E: 99	F: 100	G: 104	H: 102

CCc1[nH]nc2c1C1(CCN(C(=O)c3ccccc3)CC1)C(C#N)=C(N)O2
  A: -11	B: 0	C: -1	D: -1	E: 96	F: 101	G: 110	H: 104

Nc1ccccc1-c1nnc2n1CCCCC2
  A: -8	B: -4	C: 4	D: -2	E: 100	F: 97	G: 97	H: 99

CC1(c2nnc(-c3ccccc3)o2)CC(c2ccc([N+](=O)[O-])cc2)=NO1 (stereo not drawn)
  A: -3	B: 9	C: 4	D: 7	E: 96	F: 98	G: 95	H: 96

Cc1nn(-c2ccccc2)c(N2CCCC2)c1/C=N/NC(=S)Nc1ccccc1C(F)(F)F
  A: -4	B: -18	C: 1	D: 5	E: 96	F: 100	G: 112	H: 99

Cc1ccc(NC(=O)C2CC(=O)Nc3ncnn32)c(C)c1 (stereo not drawn)
  A: -5	B: 0	C: 1	D: 5	E: 110	F: 100	G: 91	H: 106

CCCCn1c(=O)c(CCC(=O)OCC(=O)NC(=O)NCCC(C)C)nc2ccccc21
  A: 11	B: -8	C: 13	D: -2	E: 99	F: 99	G: 111	H: 111

O=C(C[n+]1ccc(C(=O)NCCCO)cc1)c1cccc(Br)c1
  A: 10	B: -4	C: 5	D: -1	E: 113	F: 101	G: 126	H: 102

O=C(NCc1ccco1)c1ccc(Cl)cc1[N+](=O)[O-]
  A: .	B: .	C: 6	D: .	E: 86	F: 99	G: 94	H: 99

COc1ccc(N2CCN(C(=O)C3CCCN(c4ncnc5c4nc4n5CCCCC4)C3)CC2)cc1 (stereo not drawn)
  A: 5	B: -1	C: 15	D: 0	E: 87	F: 95	G: 107	H: 99

C=CCn1cccc(C(=O)Nc2ccc(OC)c(OC)c2)c1=O
  A: -7	B: -1	C: 3	D: 25	E: 89	F: 85	G: 103	H: 91

CC(C)NC(=O)c1ccc2c(c1)N(Cc1ccccc1)C(=O)C(C)(C)O2
  A: .	B: .	C: 14	D: .	E: 93	F: 101	G: 89	H: 102

Cc1ccc(NC(=O)CCn2c(=O)oc3ccccc32)c(C)c1
  A: 3	B: -8	C: 6	D: 1	E: 97	F: 98	G: 100	H: 99

CN1CCN(c2ccc(-c3cccc(NC(=O)COc4ccccc4)c3)nn2)CC1
  A: 3	B: 8	C: -6	D: -1	E: 107	F: 102	G: 95	H: 95

COc1ccc(C2C(C(=O)O)CC(=O)N2C2CCCCC2)cc1 (stereo not drawn)
  A: -3	B: 4	C: 7	D: 0	E: 93	F: 91	G: 111	H: 100

O=C(CCc1nnc2ccc(NCc3ccco3)nn12)N1CCN(c2ccccc2F)CC1
  A: -6	B: -7	C: -8	D: 9	E: 88	F: 95	G: 99	H: 103

C=CC[C@@H](CC(=O)NCCO)C(=O)N[C@H](COC(=O)[C@H](CC=C)CC(=O)OC(C)(C)C)Cc1c[nH]c2ccccc12
  A: 3	B: 0	C: -3	D: 3	E: 81	F: 91	G: 99	H: 89

Cc1cccc(CSCCNC(=O)Nc2ccccc2)c1
  A: 0	B: 1	C: 8	D: -2	E: 103	F: 101	G: 106	H: 103

COc1cnc(-c2ccccn2)nc1Oc1cccc(C(F)(F)F)c1
  A: 4	B: -4	C: -1	D: 3	E: 100	F: 104	G: 92	H: 110

CC(C)(CNC(=O)c1ccc([N+](=O)[O-])c(Cl)c1)CNC(=O)c1ccc([N+](=O)[O-])c(Cl)c1
  A: 6	B: -8	C: 12	D: 4	E: 104	F: 96	G: 85	H: 104

CCS(=O)(=O)NCC(c1cccnc1)N1CCN(c2ccc(F)cc2)CC1 (stereo not drawn)
  A: 6	B: -4	C: 16	D: 2	E: 99	F: 94	G: 110	H: 105

COc1ccccc1CNC(=O)[C@@H](NC(=O)C1CCN(C(=O)[C@@H]2CCCN2C(=O)OC(C)(C)C)CC1)C(C)C
  A: 2	B: -1	C: -2	D: 0	E: 101	F: 99	G: 116	H: 104

CC(C)c1c(C(=O)N/N=C/c2ccc(Cl)cc2Cl)nnn1-c1nonc1N
  A: 1	B: -2	C: 0	D: 3	E: 117	F: 113	G: 114	H: 114

CC1=C(C)CC(C(=O)NC(C)CCc2ccccc2)C(C(=O)O)C1 (stereo not drawn)
  A: 5	B: -3	C: 6	D: 0	E: 121	F: 97	G: 89	H: 93

CCOC(=O)c1cc(C#N)c(SC)nc1C
  A: 12	B: -2	C: .	D: 0	E: 110	F: 97	G: 96	H: 99

COc1ccc(CCNC(=O)C2CCCN(c3nc4ccccc4s3)C2)cc1OC (stereo not drawn)
  A: -10	B: -3	C: -16	D: 8	E: 81	F: 108	G: 97	H: 104

O=C1C=C(c2cccc3c2oc2ccccc23)CCC1
  A: 5	B: -3	C: 2	D: -3	E: 102	F: 96	G: 104	H: 97

CCOc1cc(C(=S)N2CCCCC2)ccc1OCC(=O)NCc1ccccc1
  A: -5	B: -8	C: 9	D: 4	E: 101	F: 99	G: 84	H: 100

CN(N=Nc1cccc([N+](=O)[O-])c1)c1ccccc1
  A: -5	B: 2	C: 3	D: 7	E: 101	F: 110	G: 102	H: 112

CC(C(=O)N1CCN(Cc2ccccc2)CC1)n1ncn2cccc2c1=O (stereo not drawn)
  A: -9	B: 6	C: 17	D: 0	E: 99	F: 103	G: 80	H: 97

CC1=C(C(=O)NCCN2CCOCC2)C2(CCC(C)CC2)OC1=O (stereo not drawn)
  A: 9	B: -7	C: 1	D: -2	E: 105	F: 109	G: 117	H: 102

CC(=O)Nc1cccc(Nc2nc(-c3cccs3)nc3ccccc23)c1
  A: 5	B: 0	C: 7	D: 51*	E: 90	F: 94	G: 112	H: 108

OC(COc1ccccc1)CN(Cc1ccccc1)CC(O)COc1ccccc1 (stereo not drawn)
  A: -8	B: -4	C: 2	D: 2	E: 125	F: 97	G: 106	H: 93

Cc1c(Cl)cccc1-n1c(SCC(=O)N2CCC(C(=O)O)CC2)nc2ccccc2c1=O
  A: -8	B: 4	C: -14	D: -3	E: 100	F: 102	G: 103	H: 105

Cc1ccc(S(=O)(=O)Nc2nc3ccccc3nc2NCc2ccc3c(c2)OCO3)cc1C
  A: -1	B: -6	C: 2	D: -2	E: 90	F: 102	G: 93	H: 100

CN1C(=O)CC(c2cn(Cc3ccccc3)c3ccccc23)C1=O (stereo not drawn)
  A: -3	B: -4	C: -2	D: 12	E: 106	F: 93	G: 106	H: 88

CCC(=O)N1c2ccc(S(=O)(=O)N3CCCC3)cc2CC1C (stereo not drawn)
  A: -4	B: 12	C: 2	D: 0	E: 103	F: 105	G: 98	H: 111

Cc1noc(C)c1S(=O)(=O)N(CC(=O)NCc1ccc(Cl)cc1)c1ccc2c(c1)OCO2
  A: -5	B: 0	C: 8	D: 35	E: 101	F: 99	G: 104	H: 107

COc1ccc(C(=O)NN=C2CCCC2)cc1
  A: -12	B: 4	C: 1	D: 6	E: 106	F: 100	G: 110	H: 107

CCOc1ccc(C(=O)NNC(=O)CN2C(=O)C3CC=CCC3C2=O)cc1OC (stereo not drawn)
  A: 9	B: -2	C: 1	D: 0	E: 97	F: 98	G: 111	H: 103

Cc1c(NC(=O)CSc2cccc3cccnc23)c(=O)n(-c2ccccc2)n1C
  A: 3	B: -5	C: -4	D: 3	E: 133	F: 99	G: 102	H: 116

Cc1ccc(C(=O)Nc2ccccc2-c2ccccc2)cc1S(=O)(=O)Nc1cccc(C)c1C
  A: 1	B: 8	C: -44	D: 8	E: 102	F: 95	G: 91	H: 102

# AHR act, entries above that show a hit.
Molecule,procasp3 activ,GASC-1 inh,AHR act,LAP4 TOR yeast,RPL19A TOR yeast,MEP2 TOR yeast
CC(=O)Nc1cccc(Nc2nc(-c3cccs3)nc3ccccc23)c1,0,7,51*,90,94,108
